procasp7 counter: counter-screen for procaspase-3 activators: activators of human procaspase-7; actives 0.093% (n = 330,000); AID 463210; recombinant procaspase-7, Ac-DEVD-pNA absorbance 405 nm; D23A/D198A/D206A triple mutant, cannot self-cleave; scale: DMSO 0, 5 µM enzyme 100; activation, % at 8.5 µM;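 active = percent activation above the screen-wide mean plus 3 SD, cut at about 25% in these data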
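System: Uncleavable procaspase-7 mutant enzyme; Amount: 2 µM procaspase-7 mutant as dispensed; Schedule: 1 h compound preincubation, 2 h substrate cleavage, 25 °C; Measured by: 405 nm absorbance of p-nitroaniline; Evaluation: percent activation from buffer-corrected 0–120 min absorbance change; Control set: low DMSO alone, high DMSO plus 5 µM PC-7.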
LAP4 TOR yeast: yeast TOR pathway LAP4-GFP modulation; S. cerevisiae LAP4-GFP multiplex, flow cytometry GFP, 3 h; median GFP as percent of DMSO wells; GFP response vs DMSO, % at 10 µM; actives 0.34% (n = 320,000);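 active = GFP response vs DMSO above a set limit, about the screen mean plus 3 SD, cut at about 150% in these data; inconclusive = under 70 cell events counted for the yeast strain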
RPL19A TOR yeast: modulators of TOR pathway RPL19A-GFP in S. cerevisiae | percent response vs DMSO, % at 10 µM | S. cerevisiae RPL19A-GFP strain, flow cytometry, 3 h; stronger effect = lower value | AID 2025 | actives 0.3% (n = 330,000);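 active = percent response vs DMSO below 50%; inconclusive = fewer than 70 events counted for the yeast strain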;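 note: median channel GFP fluorescence of the barcoded RPL19A-GFP strain; ratio of sample median GFP to plate DMSO average so 100% = DMSO; lower means less RPL19A-GFP as with rapamycin TOR inhibition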
EBNA-1 inh: blocks EBNA-1 binding to DNA. EBNA-1 DNA binding, fluorescence polarization. inhibition, % at 14.8 µM. actives 0.34% (n = 300,000). AID 1950; in the data active = inhibition above about 28%
procasp3 activ: activators of human procaspase-3; P42574; activation, % at 8.5 µM; AID 463141; recombinant procaspase-3 D3A, Ac-DEVD-pNA absorbance 405 nm; actives 0.11% (n = 330,000);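 active = activation above the mean of all tested compounds plus 3 SD, cut at about 21% in these data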;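 note: 0% = DMSO alone and 100% = DMSO wells spiked with extra 5 µM PC-3 D3A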
Target sequence (P42574 whole entry D9A/D28A/D175A): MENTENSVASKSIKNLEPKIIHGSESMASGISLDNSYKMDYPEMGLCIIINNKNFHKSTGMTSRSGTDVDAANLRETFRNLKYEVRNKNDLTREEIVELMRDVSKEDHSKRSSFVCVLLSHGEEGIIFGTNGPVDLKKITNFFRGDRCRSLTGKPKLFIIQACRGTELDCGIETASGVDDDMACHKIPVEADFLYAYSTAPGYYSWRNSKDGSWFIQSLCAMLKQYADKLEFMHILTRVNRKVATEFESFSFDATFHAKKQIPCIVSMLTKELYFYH
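System: Procaspase-3 D3A mutant. Medium: Zinc-free 300 mM NaCl, 50 mM HEPES, 0.01% Triton X-100. Schedule: 1 h preincubation plus 2 h reaction at 25 °C. Measured by: 405 nm absorbance of p-nitroaniline, reads at 0 and 120 min. Read-out: percent activation relative to control range.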
MEP2-GFP yeast: yeast TOR pathway MEP2-GFP modulation | S. cerevisiae MEP2-GFP strain, flow cytometry GFP, 3 h; 100% = DMSO control level | GFP response vs DMSO, % at 10 µM | actives 0.51% (n = 330,000) | AID 2016;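 active = GFP response versus DMSO above a set limit, roughly screen mean plus 3 SD, cut at about 180% in these data; inconclusive = fewer than 70 cells counted for a yeast strain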;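 note: median GFP fluorescence of the barcode-gated MEP2-GFP cells per well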
AHR activator: activates the human aryl hydrocarbon receptor. AID 2796. P35869. activation, % at 5 µM. actives 2.5% (n = 320,000). AHR-responsive luciferase reporter cells, luminescence; in the data active = activation above about 47%;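 note: 0% = vehicle wells and 100% = reference agonist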
Target sequence (P35869 whole entry, looked up): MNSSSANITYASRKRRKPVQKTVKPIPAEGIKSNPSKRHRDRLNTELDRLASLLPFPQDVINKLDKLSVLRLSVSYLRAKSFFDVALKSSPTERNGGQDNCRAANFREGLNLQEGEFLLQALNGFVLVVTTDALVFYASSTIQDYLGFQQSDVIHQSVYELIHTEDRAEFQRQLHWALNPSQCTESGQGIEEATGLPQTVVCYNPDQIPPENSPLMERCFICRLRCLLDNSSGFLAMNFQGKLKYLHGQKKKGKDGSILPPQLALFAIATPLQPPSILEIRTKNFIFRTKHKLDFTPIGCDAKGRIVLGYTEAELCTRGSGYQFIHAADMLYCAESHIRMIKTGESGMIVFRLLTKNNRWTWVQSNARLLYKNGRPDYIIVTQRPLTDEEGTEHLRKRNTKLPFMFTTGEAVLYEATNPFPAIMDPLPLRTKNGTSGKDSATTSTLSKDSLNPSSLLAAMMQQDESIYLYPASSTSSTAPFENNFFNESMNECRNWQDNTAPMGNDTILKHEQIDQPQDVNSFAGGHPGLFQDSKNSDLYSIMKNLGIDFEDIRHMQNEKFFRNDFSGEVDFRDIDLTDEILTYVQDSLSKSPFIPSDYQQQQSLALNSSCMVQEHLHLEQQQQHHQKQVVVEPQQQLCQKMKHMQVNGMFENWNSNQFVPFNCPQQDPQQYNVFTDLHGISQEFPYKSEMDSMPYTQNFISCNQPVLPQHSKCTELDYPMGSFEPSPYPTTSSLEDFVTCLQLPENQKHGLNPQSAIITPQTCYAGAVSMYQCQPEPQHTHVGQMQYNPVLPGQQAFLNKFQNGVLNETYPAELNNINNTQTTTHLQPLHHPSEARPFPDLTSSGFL
ZTA counter: ZTA (EBV) inhibition in EBNA-1 counter-screen. P03206. ZTA-DNA binding, fluorescence polarization. inhibition, % at 11 µM. actives 0.15% (n = 320,000). AID 2234; in the data active = inhibition above about 33%
* hit, by the source's call; ? = inconclusive; . = not tested or not shown; [ ] = dose if it differs, or a comment.

SMILES | procasp7 counter | LAP4 TOR yeast | RPL19A TOR yeast | EBNA-1 inh | procasp3 activ | MEP2-GFP yeast | AHR activator | ZTA counter
Cc1ccccc1CN1[C@@H](CC2CCCCC2)COCCS1(=O)=O | 3 | 133 | 97 | -6 | 15 | 93 | 1 | -15
COc1cccc(OC)c1C(=O)NCCN1CCN(C(=O)c2c(OC)cccc2OC)CC1 | -8 | 88 | 97 | -4 | 0 | 100 | 0 | 6
O=C(O)/C(=C\c1cccc(F)c1)c1ccc(S(=O)(=O)N2CCCCC2)s1 | -2 | 87 | 99 | 6 | 3 | 98 | 12 | -7
CC(NC(=O)NCCCC(=O)O)(C(F)(F)F)C(F)(F)F | -5 | 102 | 98 | 2 | 2 | 112 | -1 | -5
Fc1ccccc1CSc1ncnc2c1oc1ccccc12 | 5 | 107 | 103 | 7 | -2 | 114 | -3 | 3
COc1ccc(Cl)cc1C(=O)NCCN(C)C | -7 | 99 | 99 | 0 | 11 | 99 | 1 | -1
Cn1c(=O)n(C)c2cc(S(=O)(=O)NCc3ccco3)ccc21 | 5 | 87 | 91 | -5 | 3 | 93 | 3 | 12
c1ccc2c(c1)NC(CN1CCOCC1)CO2 (stereo not given) | 3 | 99 | 98 | 6 | -4 | 100 | 17 | 14
O=C(c1cccs1)N1CCN(c2cc(Cl)ccc2Cl)CC1 | -8 | 101 | 98 | 10 | -3 | 100 | -4 | -3
CN(C)c1ccc(NC(=O)CN2CCN(c3ccc(F)cc3)CC2)cc1 | -4 | 95 | 97 | 1 | -1 | 95 | 2 | 8
Cc1cccc(CN(C)CCc2ccccn2)c1 | -10 | 91 | 95 | 0 | 2 | 94 | -1 | 4
Nc1sc2c(c1C(=O)NC1CCS(=O)(=O)C1)CCC2 (stereo not given) | -11 | 94 | 98 | 5 | -14 | 98 | 0 | -7
COCCNC(=O)C1Nc2ccc(OC(F)(F)F)cc2C2C=CCC12 (stereo not given) | -8 | 112 | 103 | -1 | -27 | 95 | 6 | -20
COc1cc(S(=O)(=O)NC2CCCCC2C)ccc1Cl (stereo not given) | 4 | 100 | 100 | 10 | -8 | 100 | -2 | 12
COc1ccc(/C=C(\CC(=O)O)c2nc3ccccc3s2)cc1O | 5 | 92 | 101 | 1 | 8 | 106 | 1 | -8
O=C(NC1CCCC1)C(c1ccccn1)N(C(=O)c1csnn1)c1ccc(F)cc1 (stereo not given) | 7 | 105 | 97 | 12 | 0 | 93 | 2 | -15
Cc1cc2c(NCc3ccccc3)ncnc2s1 | -7 | 83 | 101 | 4 | 2 | 113 | 1 | 0
CCN(CC)C(=O)c1ccccc1NC(=O)c1cccc(S(=O)(=O)N(CC)CC)c1 | 2 | 99 | 97 | 7 | -4 | 100 | 0 | 8
CC(=O)Nc1c(O)nc(SC/C=C/CSc2nc(O)c(NC(C)=O)c(=O)[nH]2)[nH]c1=O | 7 | 108 | 92 | 0 | -3 | 114 | 1 | -2
CN(C(=O)COn1nnc2ccc(S(=O)(=O)N3CCOCC3)cc21)c1ccccc1 | -4 | 101 | 98 | -1 | 9 | 100 | 3 | -6
CC(=O)C[C@@H](O)CC(=O)[C@@H]1OC(=O)CCCCCCCc2ccccc21 | -2 | 94 | 96 | . | 6 | 92 | -2 | .
O=C(Oc1ccc(N2C(=O)CCC2=O)cc1)c1ccco1 | 1 | 97 | 100 | -10 | 2 | 102 | -1 | -9
CCNC(=O)C/C(C)=N/NC(=O)C(=O)Nc1ccc(CC)cc1 | 0 | 97 | 88 | 0 | 4 | 94 | 7 | 0
O=C(NC(=S)NC1C2CC3CC(C2)CC1C3)c1ccccc1 (stereo not given) | -11 | 107 | 107 | 12 | -1 | 113 | 3 | 4
COc1ccc(CN(C)Cc2ccccc2)c(OC)c1OC | 0 | 88 | 104 | -1 | 7 | 79 | -1 | 0
Cn1c(CCN2CCCCC2)nc2cc(NC(=O)COc3ccc([N+](=O)[O-])cc3)ccc21 | 3 | 99 | 102 | 8 | 14 | 105 | -3 | 4
CCNC(=O)Nc1cc2nc(C)n(Cc3ccc(Br)cc3)c2nc1C | 1 | 101 | . | -1 | -2 | 96 | 5 | -2
NC(=O)C1CCN(Cc2nnnn2Cc2ccco2)CC1 | -1 | 110 | 99 | 4 | 0 | 98 | -1 | 2
Cn1c(=O)oc2cc(C(=O)c3ccccc3)ccc21 | 2 | 112 | 102 | -10 | 2 | 106 | 6 | -4
COc1ccc(CCCC(=O)Nc2ccccc2F)cc1 | 2 | 100 | 107 | -4 | 3 | 103 | 2 | 3
COC(=O)c1sc(N2C(=O)C(O)=C(C(=O)c3ccc(C)o3)C2c2ccc(F)cc2)nc1C (stereo not given) | -26 | 101 | 99 | 3 | -1 | 103 | -3 | -14
CC(=O)c1cccc(NC(=O)CCS(=O)(=O)c2cc3c(cc2C)NC(=O)CO3)c1 | -9 | 96 | 96 | -8 | -6 | 95 | 0 | -5
NC(=S)NNC(=O)c1cccc(Cl)c1 | 2 | 111 | 93 | 2 | -2 | 91 | -1 | -7
CCOC(=O)N1CCN(C(=O)CSc2nnc(-c3cccc(Cl)c3)o2)CC1 | 0 | 105 | 103 | -1 | 0 | 109 | -1 | -11
O=C1CC(N2CCN(Cc3ccc(Cl)cc3)CC2)C(=O)N1CCc1ccccc1 (stereo not given) | 0 | 113 | 102 | -9 | -14 | 104 | -3 | 4
O=C(O)c1cc(-c2cccs2)nc2ccc(Br)cc12 | 4 | 105 | 104 | 8 | -1 | 112 | 9 | 19
C[C@H]1CN([C@@H](C)CO)C(=O)c2cccc(NS(=O)(=O)c3ccc(F)cc3)c2O[C@H]1CN(C)S(=O)(=O)c1cn(C)cn1 | 4 | 95 | 97 | . | 0 | 92 | 0 | .
COc1ccc(S(=O)(=O)NC(C)C(=O)NCc2ccccn2)cc1OC (stereo not given) | 4 | 110 | 106 | 5 | 1 | 107 | -2 | -9
Cn1c(=O)oc2cc(S(=O)(=O)NCc3ccc(Cl)cc3)ccc21 | 2 | 87 | 107 | -8 | 5 | 108 | 2 | -8
COc1ccccc1C1=NNC(=Nc2cccc(S(=O)(=O)N(C)C)c2)SC1 | -11 | 102 | 99 | 4 | 2 | 100 | 13 | 11

Sorted by the number under LAP4 TOR yeast (high to low): some entries from above.
SMILES	LAP4 TOR yeast
NC(=S)NNC(=O)c1cccc(Cl)c1	111
COc1ccc(S(=O)(=O)NC(C)C(=O)NCc2ccccn2)cc1OC (stereo not given)	110
C[C@H]1CN([C@@H](C)CO)C(=O)c2cccc(NS(=O)(=O)c3ccc(F)cc3)c2O[C@H]1CN(C)S(=O)(=O)c1cn(C)cn1	95

Remaining list, next part:
SMILES | procasp7 counter | LAP4 TOR yeast | RPL19A TOR yeast | EBNA-1 inh | procasp3 activ | MEP2-GFP yeast | AHR activator | ZTA counter
COc1ccc(C(CNC(=O)c2ccc(-c3ccccc3)cc2)N(C)C)cc1OC (stereo not given) | -1 | 113 | 95 | -7 | 7 | 95 | 1 | -8
CC1CCCCN1C(=O)CCS(=O)(=O)Cc1ccccc1 (stereo not given) | 14 | 92 | 94 | 8 | -8 | 98 | 0 | 3
Cc1ccc(C(=O)Nc2ccc(S(=O)(=O)NCc3ccco3)cc2)cc1 | 8 | 102 | 96 | 26 | -7 | 104 | 0 | 9
CN(C)c1ccc(NC(=S)NCC2CCCO2)cc1 (stereo not given) | -6 | 102 | 97 | -9 | -11 | 129 | 17 | -12
COC(=O)c1c(NC(=O)c2ccn(C)n2)sc2c1CCC2 | 2 | 92 | 104 | 2 | 7 | 92 | 34 | 13
CCOc1cc(Br)c(Br)c(C=Nc2ccc(NC(C)=O)cc2)c1O | 8 | 103 | 103 | -3 | 0 | 104 | 0 | -4
CC1CCCC(NC(=O)COC(=O)c2cccc(S(=O)(=O)N3CCCCC3)c2)C1C (stereo not given) | -1 | 82 | 91 | . | 4 | 86 | -1 | 41*
COc1ccc(-c2cc(N)n(CCC#N)n2)c(OC)c1 | 7 | 81 | 87 | -9 | 11 | 85 | 18 | -21
CCCCCCCc1c(C#N)c(N)[nH]c(=S)c1C#N | 5 | 120 | 97 | 4 | 0 | 93 | 0 | 9
CCN(CC)S(=O)(=O)c1ccc(NC(=O)c2ccc(OCC3CCCO3)cc2)cc1 (stereo not given) | -1 | 104 | 96 | . | 0 | 96 | -1 | 7
N=c1n(CCCOc2ccc(F)cc2)c2ccccc2n1CC(N)=O | -7 | 98 | 98 | 1 | -6 | 95 | -3 | -8
COc1ccc(NC(=O)CN2C(=O)/C(=C3\SC(=S)N(CCC(=O)O)C3=O)c3ccccc32)cc1 | -16 | 87 | 101 | 5 | -10 | 97 | -3 | -5
CCCn1nc(C(=O)NNC(=O)CSC(C)C(=O)Nc2cc(C)on2)c2ccccc2c1=O (stereo not given) | 1 | 76 | 103 | 5 | 3 | 96 | 0 | -8
CCN(CC)c1ccc(/C=C/c2cc(-c3ccccc3)c3ccccc3n2)cc1 | -87 | ? | 30*[may fluoresce violet] | -14 | -70 | ? | 17 | 0
Cc1c(N)cc[n+](CC(=O)c2ccccc2)c1C | 3 | 97 | 102 | 9 | 3 | 103 | 0 | 14
Cc1oc2nc(SCC(=O)NCCCO)nc(N)c2c1C | 5 | 111 | 104 | 5 | -1 | 106 | 6 | -9
CC(C(=O)Nc1ccc(O)cc1)c1cccc(C(=O)c2ccccc2)c1 (stereo not given) | 9 | 98 | 96 | 5 | 2 | 92 | 0 | 13
O=C(NCc1ccco1)c1ccc(COc2cccc3ccccc23)cc1 | 3 | . | . | 6 | 6 | . | 0 | -3
Brc1ccccc1/C=N/Nc1ccccn1 | 8 | 107 | 100 | 5 | 1 | 105 | 27 | 16
COc1ccc(COC(=O)CCN=C2NS(=O)(=O)c3ccccc32)cc1F | 2 | 105 | 100 | 2 | 6 | 103 | -2 | 15

Compound profiles (already shown). Screens in order: procasp7 counter, LAP4 TOR yeast, RPL19A TOR yeast, EBNA-1 inh, procasp3 activ, MEP2-GFP yeast, AHR activator, ZTA counter
N=c1n(CCCOc2ccc(F)cc2)c2ccccc2n1CC(N)=O is entered as -7, 98, 98, 1, -6, 95, -3, -8
COCCNC(=O)C1Nc2ccc(OC(F)(F)F)cc2C2C=CCC12 (stereo not given) is entered as -8, 112, 103, -1, -27, 95, 6, -20
CN(C)c1ccc(NC(=O)CN2CCN(c3ccc(F)cc3)CC2)cc1 is entered as -4, 95, 97, 1, -1, 95, 2, 8
Cn1c(=O)oc2cc(S(=O)(=O)NCc3ccc(Cl)cc3)ccc21 is entered as 2, 87, 107, -8, 5, 108, 2, -8
COc1cccc(OC)c1C(=O)NCCN1CCN(C(=O)c2c(OC)cccc2OC)CC1 is entered as -8, 88, 97, -4, 0, 100, 0, 6

Remaining list, next part
SMILES | procasp7 counter | LAP4 TOR yeast | RPL19A TOR yeast | EBNA-1 inh | procasp3 activ | MEP2-GFP yeast | AHR activator | ZTA counter
COc1ccc([C@H](C)NC[C@H](O)c2ccc(O)c(NC=O)c2)cc1 | -7 | 97 | 99 | 3 | 8 | 86 | -1 | 8
COc1cc(OC)c(NC(=O)Cc2ccc(OC)c(S(=O)(=O)N3CCOCC3)c2)cc1Cl | -1 | 78 | 99 | -1 | 2 | 97 | 1 | -15
CCc1nc(N)nc2c1C(=O)CC(C)(C)C2 | -11 | 102 | 99 | 2 | 4 | 103 | 1 | 5
O/N=C(/Cc1ccccn1)c1ccccc1 | 0 | 104 | 100 | 6 | -3 | 100 | 2 | 14
O=C(OCc1nc2ccccc2s1)c1ccccc1O | 9 | 115 | 94 | -2 | -6 | 100 | 7 | 8
COc1cccc(/C=C/C(=O)N2CCN(c3n[nH]c(=O)[nH]c3=O)CC2)c1OC | 16 | 95 | 97 | -3 | 3 | 94 | 4 | -12

Source: PubChem BioAssay (several laboratories)
